Assay outcomes from PubChem BioAssay.
GAA glycogen = qHTS Assay for Inhibitors and Activators of Human alpha-Glucosidase Cleavage of Glycogen | Lysosomal alpha-glucosidase (Homo sapiens), P10253 | recombinant GAA, glycogen substrate, Amplex Red glucose oxidase fluorescence | Potency, µM (top dose mostly 76.4 µM), for inactives: top-dose activity change, negative = inhibition, most hits filed as inhibitors | 0.38% of 300,000 active | AID 2100, 2009;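 note: 0% = full enzyme reaction and -100% = no-enzyme basal signal; the screen sought inhibitors and activators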
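Recombinant enzyme (4 nM final) with compounds titrated up to 77 uM and bovine liver glycogen (30 ug) in citrate pH 5.0, 0.01% Tween-20, 37 C 40 min. Released glucose detected by Amplex Red/glucose oxidase (Ex 573/Em 610); AC50 from Hill fits.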
GAA inh = qHTS Assay for Inhibitors of Human alpha-Glucosidase as a Potential Chaperone Treatment of Pompe Disease; Lysosomal alpha-glucosidase (Homo sapiens), P10253; purified human GAA, 4-MU-alpha-glucoside fluorescence; Potency, µM (doses to about 76.9 µM), for the others: at the highest dose activity change, negative = inhibition, most hits filed as inhibitors; 0.005% of 200,000 active; AID 1466, 2008;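 note: plate controls were uninhibited enzyme wells for no effect and no-enzyme background for full effect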
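Compounds are titrated up to 77 uM against 4 nM human enzyme. Substrate 4-methylumbelliferyl-alpha-D-pyranoside (400 uM) reacts 20 min at room temperature in pH 5.0 buffer; liberated 4-methylumbelliferone is read at 440 nm.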
NPSR antagonist = qHTS Assay for Antagonists of the Neuropeptide S Receptor: cAMP Signal Transduction; 1% of 220,000 active; Potency, µM (top dose mostly 38.3 µM), without a hit: at the highest dose activity change, negative = inhibition, usual class: inhibitors; AID 1461, 2008; CHO-NPSR cells, cAMP TR-FRET, antagonist mode; note: % is set by controls: 0 for no effect and ±100 for the full control effect; nearly all actives have a fitted effect of over 50% in size; many of its hits are not listed in these tables
Target sequence (Q6W5P4 whole entry, looked up): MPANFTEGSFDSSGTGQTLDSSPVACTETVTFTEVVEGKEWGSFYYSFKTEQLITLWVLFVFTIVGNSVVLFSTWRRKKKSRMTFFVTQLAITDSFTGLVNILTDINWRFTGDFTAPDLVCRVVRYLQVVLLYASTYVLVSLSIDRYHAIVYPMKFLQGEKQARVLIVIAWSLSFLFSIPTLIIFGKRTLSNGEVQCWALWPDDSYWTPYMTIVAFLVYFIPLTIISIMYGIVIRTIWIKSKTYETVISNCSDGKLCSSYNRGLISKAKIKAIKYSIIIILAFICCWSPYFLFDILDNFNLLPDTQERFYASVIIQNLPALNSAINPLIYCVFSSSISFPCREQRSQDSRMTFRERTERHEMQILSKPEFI
aGal spleen mod = qHTS Assay for Inhibitors and Activators of Human alpha-Galactosidase From Spleen Homogenate; Alpha-galactosidase A (Homo sapiens), P06280; human spleen homogenate, 4MU-alpha-Gal fluorescence, 40 min; Potency, µM (titrated, usually from 80 µM), without a hit: top-dose activity change, negative = inhibition, most hits filed as inhibitors; 0.008% of 240,000 active;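 note: 0% = enzyme with vehicle and -100% = no enzyme basal signal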
Target sequence (P06280 32-429 limits assumed): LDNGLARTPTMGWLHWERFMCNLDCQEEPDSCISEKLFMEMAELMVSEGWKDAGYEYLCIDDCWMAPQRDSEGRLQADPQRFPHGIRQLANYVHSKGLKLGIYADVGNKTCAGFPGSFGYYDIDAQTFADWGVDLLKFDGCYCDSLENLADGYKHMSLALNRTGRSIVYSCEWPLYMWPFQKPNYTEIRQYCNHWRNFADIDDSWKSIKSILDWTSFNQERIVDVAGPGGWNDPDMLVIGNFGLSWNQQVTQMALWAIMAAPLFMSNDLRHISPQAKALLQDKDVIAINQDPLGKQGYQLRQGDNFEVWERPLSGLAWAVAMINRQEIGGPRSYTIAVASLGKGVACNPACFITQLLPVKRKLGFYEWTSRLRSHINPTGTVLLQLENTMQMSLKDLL
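Human spleen homogenate (1 ug) was the enzyme source, with 4-methylumbelliferyl-alpha-D-galactopyranoside (1 mM final) in pH 5.0 citrate buffer with 0.01% Tween-20. Compounds were titrated; after 40 min at 37C, NaOH/glycine stop, 4-MU fluorescence read; AC50 from Hill fits.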
Epigenetic reg = Quantitative High-Throughput Screen for Regulators of Epigenetic Control; Potency, µM (series often up to 53.9 µM), for the others: at the highest dose GFP activation, usual class: activators; murine LDR cells, GFP reporter derepression, 30 h; 0.2% of 280,000 active; note: % of control where 0% means no effect; nearly all actives have a fitted effect of over 60% in size
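In this reporter-derepression format, murine cells bearing a silenced integrated CMV-GFP locus incubate with test compound (30 h, 37 C), then are washed and imaged; fluorescent objects of 20–120 um count as induced cells.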
Tau fluor cs = Counterscreen qHTS for Inhibitors of Tau Fibril Formation, Fluorescence Polarization; tau K18 P301L Alexa594 fluorescence, heparin fibrillization; Potency, µM (highest dose often 57.7 µM), for inactives: at the top dose activity change, negative = decrease; 0.93% of 280,000 active; AID 1463, 2008; note: % is set by controls: 0 for no effect and ±100 for the full control effect; nearly all actives have a fitted effect of over 55% in size
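Human tau K18 P301L (15 uM unlabeled, 0.24 uM Alexa 594-labeled) in 100 mM sodium acetate pH 7 with 20 uM heparin, 6 hr at 37 C. ThT 30 uM added, 1 hr ambient; Alexa 594 FP and total fluorescence read at 555/632 nm.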
ALDH1A1 inh = qHTS Assay for Inhibitors of Aldehyde Dehydrogenase 1 (ALDH1A1) | AID 1030, 2008 | Aldehyde dehydrogenase 1A1 (Homo sapiens), P00352 | Purified ALDH1A1, NADH fluorescence, propionaldehyde substrate | 7.3% of 220,000 active | Potency, µM (series often up to 75.3 µM), inactives show at the highest dose activity, negative = inhibition, usual class: inhibitors; active = well fitted inhibition curve with a large enough effect, not every such curve was filed as active; inconclusive = small, poorly fitted or top-dose-only effect, or another doubt; inactive = no such curve, though single readings can be large or run the other way;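 note: plate controls were no enzyme wells and a reference inhibitor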
aGlu spleen mod = qHTS Assay for Inhibitors and Activators of Human alpha-Glucosidase From Spleen Homogenate | human spleen homogenate, 4-MU-alpha-glucoside fluorescence | 0.006% of 240,000 active | Potency, µM (titrated, usually from 79.9 µM), for inactives: at the highest dose activity change, negative = inhibition, most hits filed as inhibitors | Lysosomal alpha-glucosidase (Homo sapiens), P10253;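 note: 0% = enzyme with vehicle and -100% = no enzyme basal signal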
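Human spleen homogenate (1 ug) with 4-methylumbelliferyl-alpha-D-glucopyranoside (1 mM final) in 50 mM citrate/phosphate pH 5.0, 0.01% Tween-20; 40 min at 37 C. Stopped at pH 10; 4-MU fluorescence Ex 365/Em 440 nm; AC50 by Hill fit.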
* hit, by the source's call; ? = inconclusive; . = not tested or not shown; & = joins results of further samples; [ ] = dose if it differs, or a comment. Unless noted, calls come from the whole dose curve; as a rule, active = well fitted curve in the direction sought with a large enough effect; inconclusive = small, poorly fitted or top-dose-only effect, or another doubt; inactive = no such curve, though single readings can be large; an effect the other way counts as inactive or inconclusive. Potency is the fitted concentration of half-maximal effect.

[1] COc1ccc(C)cc1S(=O)(=O)N1c2ccccc2CC1C (stereo unspecified)
[2] CC1CCN(Cc2nnnn2-c2cccc([N+](=O)[O-])c2)CC1
[3] c1ccc2oc(-c3csc(NCC4CCCO4)n3)cc2c1 (stereo unspecified)
[4] Cc1ccc2nc(-c3ccc(S(=O)(=O)N4CCCCC4)cc3)cn2c1
[5] CC1CCCC(C)N1C(=O)COC(=O)c1ccc(O)cc1 (stereo unspecified)
[6] O=C(c1cc2ncccn2n1)N1CCc2c([nH]c3ccccc23)C1c1ccccc1F (stereo unspecified)
[7] O=C(NCCc1ccccc1)c1ccco1
[8] COc1ccc(/C=C(/NC(=O)c2ccccc2Cl)C(=O)NCCCC(=O)O)cc1
[9] CCc1cc(-c2n[nH]c(C)c2-c2nc3ccccc3n2C)c(O)c(CN2CCN(C)CC2)c1O
[10] CCC(c1nnnn1C(C)(C)CC)N(CCCO)Cc1cc2cccc(C)c2[nH]c1=O (stereo unspecified)
screen / no. | 1 | 2 | 3 | 4 | 5 | 6 | 7 | 8 | 9 | 10
GAA glycogen | -13% | 14% | -8% | 14% | 8% | -17% | -3% | -1% | 8.9µM* | 12%
GAA inh | -9% | 1% | 0% | ? | -1% | 0% | 4% | 3% | -6% | -1%
NPSR antagonist | -8%[46.1 µM] | 7% | -11% | -1% | 1%[46.1 µM] | 1% | 2%[46.1 µM] | -5% | -11%[46.1 µM] | -7%[46.1 µM]
aGal spleen mod | 5% | 1% | -7% | -7% | -2% | -1% | 2% | 9% | 2% | -9%
Epigenetic reg | 0.0% | -0.9% | -3.6% | 1.1% | -0.7% | 1.1% | 1.0% | 0.0% | 0.1% | -2.4%
Tau fluor cs | -18% | 8% | -26% | -13% | 0% | -9% | 4% | -1% | -11% | 4%
ALDH1A1 inh | ? | -4% | ? | ? | -3% | -7% | -3% | -1% | 5% | ?
aGlu spleen mod | -1% | 0% | -1% | 7% | 0% | 3% | 1% | 4% | -5% | -9%

[11] CNc1nc(C)c(C(C)(C)C)s1
[12] CC1c2nc3ccccc3n2C(CC(=O)NCCCN2CCOCC2)C(=O)N1Cc1ccccc1 (stereo unspecified)
[13] COc1cc2c3c(c1OC)C1(C=CC(=O)C=C1)CC3N(C(C)=O)CC2 (stereo unspecified)
[14] CC(C)(C)C(=O)Oc1cc(N)n(S(=O)(=O)c2ccc(F)cc2)n1
[15] COc1ccc(NC(=O)/C=C/C(=O)O)cc1Cl
[16] COc1cc(NC(=O)c2csc3c2CCCC3)ncn1
[17] CCN(C(=O)CN1CCN(c2ccccc2)CC1)c1c(N)n(Cc2ccccc2)c(=O)[nH]c1=O
[18] CC(=O)Nc1ccc(S(=O)(=O)Nc2nc3ccccc3nc2Nc2ccccc2)cc1
[19] O=C(CNC(=O)OCc1ccccc1)Oc1cc2oc(=O)cc(-c3ccccc3)c2cc1Cl
[20] C=CCN1C(=O)C(Cc2cccc(Cl)c2)SC1=Nc1ccc(C(=O)O)cc1 (stereo unspecified)
screen / no. | 11 | 12 | 13 | 14 | 15 | 16 | 17 | 18 | 19 | 20
GAA glycogen | -18% | 4% | -4% | 1% | -2% | -4% | -16% | -5% | 3% | 2%
GAA inh | . | 4% | 6% | -1% | 10% | -7% | -10% | 0% | 0%[15.4 µM] | -1%
NPSR antagonist | 5% | 4% | -1% | 8%[46.1 µM] | -2%[46.1 µM] | -17%[46.1 µM] | 1%[46.1 µM] | -30% | -2%[46.1 µM] | -29%
aGal spleen mod | 2% | -9% | 1% | 4% | 4% | -7% | 4% | 4% | 10% | 1%
Epigenetic reg | 1.1% | 1.8% | 0.0% | -1.1% | 3.5% | -1.5% | -0.9% | -1.1% | -1.1% | -2.4%
Tau fluor cs | 2% | -6% | -7% | -4% | -10% | -23% | 4% | ? | -18% | -7%
ALDH1A1 inh | . | 7% | 5% | 7% | ? | -5% | ? | -10% | ? | ?
aGlu spleen mod | -1% | -7% | -1% | -1% | 2% | -1% | 4% | 2% | 4% | 0%

[21] COc1ccc(-c2oc3ncnc(N)c3c2-c2ccccc2)cc1
[22] CC(Cl)C(=O)c1c[nH]c2ccccc12 (stereo unspecified)
[23] Cc1ccc(OCC(O)CN2CCN(Cc3ccc4c(c3)OCO4)CC2)c(C)c1 (stereo unspecified)
[24] CCc1cccc2c(=O)c(C(=O)N3CCCCCC3)c[nH]c12
[25] O=c1oc2ccccc2n1Cc1ccccc1Cl
[26] CN1CCN(C(=O)C2=C[C@@H](C3CCCCC3)C[C@@H](OCc3ccc(CO)cc3)O2)CC1
[27] O=c1c2ccccc2nc(SCc2cc(=O)n3ccsc3n2)n1CCCO
[28] Cc1ccc(NC(=O)C2CCCCC2C(=O)O)cc1C (stereo unspecified)
[29] CC1=NN(c2ccccc2)C(=O)/C1=C\C=C\c1ccccc1
[30] Cc1ccc(-c2cc(C(=O)Nc3ccc(S(=O)(=O)Nc4onc(C)c4C)cc3)c3ccccc3n2)cc1
screen / no. | 21 | 22 | 23 | 24 | 25 | 26 | 27 | 28 | 29 | 30
GAA glycogen | 2% | -2% | -6% | 6% | 4% | 2% | 7% | -6% | -2% | 2%
GAA inh | 2% | -1% | 1% | -3% | . | . | -4% | ? | 2%[15.4 µM] | -2%
NPSR antagonist | -19%[46.1 µM] | 0% | -10%[46.1 µM] | 15%[46.1 µM] | 10% | -2% | -2%[46.1 µM] | -4% | -6% | -40%
aGal spleen mod | 4% | 0% | 14% | 9% | 4% | 9% | 6% | -1% | 6% | 0%
Epigenetic reg | -4.2% | -0.4% | 1.5% | 0.0% | 2.4% | 0.1% | -1.0% | -0.3% | 1.3% | -1.5%
Tau fluor cs | -13% | -8% | -3% | -1% | -6% | -3% | 0% | -6% | ? | -21%
ALDH1A1 inh | ? | ? | 3% | 0% | ? | ? | ? | 4% | ? | ?
aGlu spleen mod | -1% | 2% | -6% | 4% | -5% | 0% | 1% | -3% | 2% | 3%

2 of these compounds, reformatted.
Under each structure: GAA glycogen | GAA inh | NPSR antagonist | aGal spleen mod | Epigenetic reg | Tau fluor cs | ALDH1A1 inh | aGlu spleen mod
30. Cc1ccc(-c2cc(C(=O)Nc3ccc(S(=O)(=O)Nc4onc(C)c4C)cc3)c3ccccc3n2)cc1
 : 2% | -2% | -40% | 0% | -1.5% | -21% | ? | 3%
23. Cc1ccc(OCC(O)CN2CCN(Cc3ccc4c(c3)OCO4)CC2)c(C)c1 (stereo unspecified)
 : -6% | 1% | -10%[46.1 µM] | 14% | 1.5% | -3% | 3% | -6%

Next structures.
[31] CCCn1c(NC(=O)c2ccco2)nc2ccccc21
[32] CCN1CCN(C(C)C(=O)Nc2c(C)n(C)n(-c3ccccc3)c2=O)CC1 (stereo unspecified)
[33] COC(=O)COc1ccc(S(=O)(=O)N2CCN(c3ccccc3F)CC2)cc1C
[34] Cc1cc2cc(CNC(=O)C3CC3)ccc2n1C
[35] CC(C)C(OC(=O)c1cccs1)C(=O)NCc1cccs1 (stereo unspecified)
[36] CCN(CC)S(=O)(=O)c1cccc(NC2=NCC(C)S2)c1 (stereo unspecified)
[37] COc1ccc(OCc2cc(C(=O)O)c(C)o2)cc1
[38] CCCCn1c(=O)c2c(O)cc(=O)oc2c2ccccc21
[39] CCc1cccc(NS(=O)(=O)c2ccc3c(c2)CCC(=O)N3)c1
[40] O=C(NCc1ccccc1)NC1(C(=O)N2CCN(c3ccccc3)CC2)CCCCC1
screen / no. | 31 | 32 | 33 | 34 | 35 | 36 | 37 | 38 | 39 | 40
GAA glycogen | 2% | 8% | -9% | 3% | 1% | -4% | -5% | 4% | 3% | -17%
GAA inh | -1% | 3% | -6% | 7% | -3% | -3% | -4% | 2% | -1% | -16%
NPSR antagonist | -5%[46.1 µM] | 1%[46.1 µM] | 11%[46.1 µM] | -8%[46.1 µM] | -10%[7.67 µM] | -6% | -5% | -24%[46.1 µM] | -2% | -21%[46.1 µM]
aGal spleen mod | -1% | -14% | -3% | 2% | 0% | -2% | -3% | -12% | -1% | 11%
Epigenetic reg | 0.0% | -0.9% | -1.1% | -2.5% | 1.5% | 1.1% | -1.3% | ? | -0.5% | -0.5%
Tau fluor cs | -5% | -3% | -13% | -8% | -10% | 2% | 2% | -7% | -15% | -3%
ALDH1A1 inh | -2% | 22µM* | -15% | ? | ? | -3% | 10% | 16µM* | 0% | -2%
aGlu spleen mod | -4% | -12% | 0% | -3% | -2% | -16% | -5% | -2% | -2% | 8%

[41] Cc1ccc2oc(=O)n(CC(=O)OC(C)C)c2c1
[42] O=C(Nc1nc2ccccc2s1)c1ccc(N2CCCCC2)c([N+](=O)[O-])c1
[43] COCCNC(=S)N/N=C(\C)c1ccccc1F
[44] COc1cccc(/C=N/NC(=O)C(=O)N/N=C/c2cccc(OC)c2O)c1O
[45] CCCCC/C=C\C/C=C\CCCCCCCC(=O)O[C@@H](CO)COC(=O)CCCCCCCCCCCCCCCCC
[46] Cn1nnnc1SCc1nc2ccccc2[nH]1
[47] O=C(NNS(=O)(=O)c1ccc(F)cc1F)c1csc(-c2cccnc2)n1
[48] COc1ccc(-n2nc(C(=O)N3CCN(c4ccc(F)cc4)CC3)c3ccccc3c2=O)c(OC)c1
screen / no. | 41 | 42 | 43 | 44 | 45 | 46 | 47 | 48
GAA glycogen | -15% | -10% | -4% | -6% | . | 3% | ? | -11%
GAA inh | 0% | -11% | 1% | -3% | . | 4% | . | -8%
NPSR antagonist | -10%[46.1 µM] | -17% | -59% | 4% | . | -4%[46.1 µM] | 50% | ?
aGal spleen mod | -3% | 0% | 2% | 2% | 1%&-16% | 3% | -4% | 0%
Epigenetic reg | 0.0% | 1.9% | ? | -2.2% | 1.9% | -0.9% | -0.7% | 0.0%
Tau fluor cs | -3% | ? | 0% | 2% | -8% | -7% | -8% | -7%
ALDH1A1 inh | 8% | 11µM* | ? | 11% | -3% | 7% | . | ?
aGlu spleen mod | -7% | -2% | -6% | 1% | -6%&-1% | -2% | -5% | -4%

Some of the compounds tested; rates above refer to the full screens.
